# Bioassay records (PubChem BioAssay)
# HEK293 tox = qHTS of GLP-1 Receptor Inverse Agonists: Cytotox Screen | actives 0.13% (n = 410,000) | Potency, µM (highest dose often 38.3 µM), without a hit: at the highest dose activity change, negative = inhibition, actives largely listed as inhibitors | AID 624418, 2012 | HEK293 cAMP-luciferase reporter cells, luminescence, 24 h;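 also: loss of luciferase light is scored as toxicity; potency is read from the fitted curve at half-maximal effect; % is scaled to controls: 0 for no effect and ±100 for the full control effect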
#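 1536-well qHTS counterscreen of the MLSMR; 200 cells/uL, 12 h pre-incubation, 23 nL cpd, 24 h at 37 deg C 5% CO2, luciferase detection reagent, 12 min RT, luminescence. Inhibition = undesired.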
# GLP1R ag = qHTS of GLP-1 Receptor Agonists. Glucagon-like peptide 1 receptor (Homo sapiens), P43220. HEK293 GLP-1R CRE-luciferase, luminescence, 4-6 h; cells express a hypersensitive GLP-1R form. Potency, µM (doses to about 45.6 µM), inactives show top-dose activation, actives largely listed as activators. actives 0.007% (n = 380,000). AID 624172, 2012; also: potency is read from the fitted curve at half-maximal effect; % of control where 0% means no effect
# WRN inhibitor = qHTS for Inhibitors of WRN Helicase; Bifunctional 3'-5' exonuclease/ATP-dependent helicase WRN (Homo sapiens), Q14191; WRN helicase unwinding, fluorescent forked duplex, kinetic; Potency, µM (titrated, usually from 114 µM), for the others: at the highest dose activity change, negative = inhibition, hits mostly inhibitors; actives 0.46% (n = 360,000); AID 651768, 2012; also: potency is read from the fitted curve at half-maximal effect; % is scaled to controls: 0 for no effect and ±100 for the full control effect; nearly all actives have a fitted effect of over 55% in size
#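 Kinetic red-fluorescence monitoring (525/598 nm) tracks WRN helicase activity after 100 nM fluorophore-quencher forked duplex and 2 mM ATP are added to 20 nM enzyme pretreated 15 min at room temperature with compound.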
# PI5P4K alpha inh = qHTS for Inhibitors of phosphatidylinositol 5-phosphate 4-kinase (PI5P4K); PI5P4Kalpha enzyme, ADP-Glo luminescence, 60 min; hits give low values; max response, %; actives 1.2% (n = 330,000); active = max response of -50% or lower; inconclusive = between -30% and -50%; inactive = -30% or higher; also: value at the top dose of about 77 µM; % is scaled to controls: 0 for no effect and ±100 for the full control effect
# Target sequence (P48426 whole entry, looked up): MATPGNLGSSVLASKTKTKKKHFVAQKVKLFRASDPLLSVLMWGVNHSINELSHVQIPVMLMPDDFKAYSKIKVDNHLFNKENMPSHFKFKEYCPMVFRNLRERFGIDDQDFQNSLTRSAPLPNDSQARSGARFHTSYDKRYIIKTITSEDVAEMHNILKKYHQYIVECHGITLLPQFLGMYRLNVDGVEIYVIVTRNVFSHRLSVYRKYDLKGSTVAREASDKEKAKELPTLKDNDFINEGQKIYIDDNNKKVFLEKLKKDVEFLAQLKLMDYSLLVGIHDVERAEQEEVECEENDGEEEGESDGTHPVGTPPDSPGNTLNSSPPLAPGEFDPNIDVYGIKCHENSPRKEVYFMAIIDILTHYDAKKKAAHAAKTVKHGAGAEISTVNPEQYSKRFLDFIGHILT
#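 Reactions run in 0.038 M HEPES pH 7.4, 0.28 mM EGTA, 0.1% CHAPS and 5% DMSO, with PI5P4Kalpha, substrate, compound and 5 microM ATP final, one hour at room temperature. Readout is ADP-Glo luminescence.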
# DRD3 antagonist = qHTS of D3 Dopamine Receptor Antagonist: qHTS | D(3) dopamine receptor (Homo sapiens), P35462 | D3R cells, DiscoveRx beta-arrestin luminescence, antagonist mode; hits give low values | max response, negative = inhibition, % | actives 2.5% (n = 360,000); in the data active = max response below about -50%; inconclusive = no clear call, values can overlap the other calls; also: % is scaled to controls: 0 for no effect and ±100 for the full control effect; mostly tested at two doses, the higher about 12 µM
#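 Cells plated overnight at 1500 cells/well, then exposed to library compounds with dopamine controls for 90 minutes at 37 degrees C. DiscoveRx reagent added for 30–60 minutes at room temperature; luminescence read, quantitative HTS format.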
# PLK1 PBD inh = qHTS for Inhibitors of PLK1-PDB (polo-like kinase 1 - polo-box domain): Primary Screen. Serine/threonine-protein kinase PLK1 (Homo sapiens), P53350. Plk1 PBD binding of FITC phosphopeptide, fluorescence polarization. Potency, µM, inactives show max response, negative = inhibition, actives largely listed as inhibitors. actives 2.8% (n = 360,000). AID 720504, 2013; also: potency is read from the fitted curve at half-maximal effect; series mostly up to about 57 µM; % is scaled to controls: 0 for no effect and ±100 for the full control effect; nearly all actives have a fitted effect of over 65% in size
# Target sequence (P53350 whole entry, looked up, the tested form may be a part): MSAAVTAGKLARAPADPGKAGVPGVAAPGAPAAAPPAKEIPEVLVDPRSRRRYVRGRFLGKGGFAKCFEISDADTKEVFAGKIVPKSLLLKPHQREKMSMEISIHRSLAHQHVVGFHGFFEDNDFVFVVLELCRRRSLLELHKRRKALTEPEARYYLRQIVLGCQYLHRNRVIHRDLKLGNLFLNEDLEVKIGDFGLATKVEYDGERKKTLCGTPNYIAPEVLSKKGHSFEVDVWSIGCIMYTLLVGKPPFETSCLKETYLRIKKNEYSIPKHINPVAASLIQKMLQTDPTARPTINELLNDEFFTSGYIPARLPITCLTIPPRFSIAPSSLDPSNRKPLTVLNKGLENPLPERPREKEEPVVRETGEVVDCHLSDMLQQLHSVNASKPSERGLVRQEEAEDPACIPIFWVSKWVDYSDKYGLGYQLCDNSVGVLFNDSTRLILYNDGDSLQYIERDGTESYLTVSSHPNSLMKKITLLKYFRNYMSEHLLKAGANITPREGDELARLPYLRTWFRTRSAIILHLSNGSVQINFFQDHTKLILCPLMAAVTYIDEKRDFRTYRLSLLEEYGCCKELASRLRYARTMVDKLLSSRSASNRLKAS
# IL2 activator = qHTS of IL-2 Activators | IL-2 activation reporter assay, cell-based qHTS; stimulated with anti-CD3/CD4/CD28 beads; in transgenic mouse T cells | activation, % (series mostly up to about 46 µM) | actives 0.065% (n = 360,000); in the data active = activation above about 50%; inconclusive = mostly about 30% to 49%; also: 0% is about no effect
#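 Unstimulated transgenic mouse T cells preincubated 60 min with compound, then stimulated with anti-CD3/anti-CD4-coated beads plus anti-CD28 for 18 h at 37 degrees C. IL-2 response read as EGFP and DsRed fluorescence by plate cytometry.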
# GLP-1R inv ag = qHTS of GLP-1 Receptor Inverse Agonists (Inhibition Mode). Glucagon-like peptide 1 receptor (Homo sapiens), P43220. HEK293 GLP-1R CRE-luciferase, luminescence, 24 h; GLP-1R form is constitutively active. Potency, µM (top dose mostly 38.3 µM), without a hit: top-dose activity change, negative = inhibition, hits mostly inhibitors. actives 1.6% (n = 410,000); also: potency is read from the fitted curve at half-maximal effect; % is scaled to controls: 0 for no effect and ±100 for the full control effect; nearly all actives have a fitted effect of over 55% in size
#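 Stable HEK293 clone (constitutively active GLP-1R + cAMP-response luciferase); 200 cells/uL plated, 12 h pre-culture, compound 24 hr, 37 deg C/5% CO2; detection reagent 12 min RT; luminescence.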
# DRD3 agonist = qHTS of D3 Dopamine Receptor Agonist: qHTS | AID 652048, 2013 | D3R DiscoveRx beta-arrestin cells, luminescence, 90 min | actives 0.58% (n = 410,000) | D(3) dopamine receptor (Homo sapiens), P35462 | max activation, %; in the data active = max activation above about 30%; also: 0% is about no effect; mostly tested at two doses, the higher about 12 µM
#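 Cells at 1500/well, incubated overnight, then treated with pinned compounds (dopamine as control) for 90 min at 37 degrees C. DiscoveRx reagent added for 30 - 60 minutes at room temperature; luminescence read.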
# * hit, by the source's call; ? = inconclusive; . = no result given; [ ] = dose if it differs, or a comment. Unless noted, calls follow the shape of the dose curve; as a rule, active = well fitted curve in the direction sought with a large enough effect; inconclusive = small, poorly fitted or top-dose-only effect, or another doubt; inactive = no such curve, though single readings can be large; an effect the other way counts as inactive or inconclusive.
# Preview (4 entries):
SMILES,HEK293 tox,GLP1R ag,WRN inhibitor,PI5P4K alpha inh,DRD3 antagonist,PLK1 PBD inh,IL2 activator,GLP-1R inv ag,DRD3 agonist
COc1ccc(CC(C(=O)Nc2cc(C)ccc2C)/C(N)=N/O)cc1 (configuration not stated),-3%,3%,2%,.,-18,0%,1.1,2%,0
CCN(CC(=O)Nc1ccc(C#N)cc1)CC(=O)Nc1ccc2c(c1)OCCO2,-34%,11%,-2%,-1,-17,7%,-1.5,6%,-7
CCn1c(SCC(=O)Nc2ccc3c(c2)c2ccccc2n3CC)nnc1-c1cnccn1,?,-2%,-11%[57.1 µM],.,-19,-13%,-2.3,-1%,-4
CCOC(=O)c1cnc(COc2ccc(OC)cc2)[nH]c1=O,3%,-1%,?,1,12,-4%,-2.1,8%,-6

# The listing, previewed entries included:
SMILES,HEK293 tox,GLP1R ag,WRN inhibitor,PI5P4K alpha inh,DRD3 antagonist,PLK1 PBD inh,IL2 activator,GLP-1R inv ag,DRD3 agonist
COc1ccc(CC(C(=O)Nc2cc(C)ccc2C)/C(N)=N/O)cc1 (configuration not stated),-3%,3%,2%,.,-18,0%,1.1,2%,0
CCN(CC(=O)Nc1ccc(C#N)cc1)CC(=O)Nc1ccc2c(c1)OCCO2,-34%,11%,-2%,-1,-17,7%,-1.5,6%,-7
CCn1c(SCC(=O)Nc2ccc3c(c2)c2ccccc2n3CC)nnc1-c1cnccn1,?,-2%,-11%[57.1 µM],.,-19,-13%,-2.3,-1%,-4
CCOC(=O)c1cnc(COc2ccc(OC)cc2)[nH]c1=O,3%,-1%,?,1,12,-4%,-2.1,8%,-6
CN(C)CCCN(C(=O)c1ccc([N+](=O)[O-])o1)c1nc2cc3c(cc2s1)OCO3,-14%,0%,7%,-1,-14,-9%,0.8,7%,1
COC(=O)C1=C(N)N(c2ccccc2F)C2=C(C(=O)CC(C)(C)C2)C1c1ccc(OC)c(OC)c1 (configuration not stated),1%,3%,0%,18,-30,-14%,-0.4,4%,-4
O=C1c2cccc3c(N4CCCCC4)ccc(c23)C(=O)N1c1ccccn1,83%[activator],-6%,4%,-9,-18,6%,1.8,5%,6
CC(=O)c1c(C)cc(C)c(CSc2nnc(-c3ccco3)o2)c1C,-12%,0%,4%,.,12,-3%,-1.2,-5%,-3
COc1ccc(NC(=O)C(c2ccc(C(F)(F)F)cc2)n2c(=O)c(-c3ccco3)nc3ccccc32)cc1 (configuration not stated),3%,.,-7%,-7,-24,-13%,0.0,?,-7
Cc1cccc(NC(=O)C2C3CCC4C(CCC32)C4(Cl)Cl)c1 (configuration not stated),-16%,-27%,-2%,8,13,-3%,1.1,?,-1

# A draw from above in order of formula weight, ascending:
SMILES,HEK293 tox,GLP1R ag,WRN inhibitor,PI5P4K alpha inh,DRD3 antagonist,PLK1 PBD inh,IL2 activator,GLP-1R inv ag,DRD3 agonist
CCOC(=O)c1cnc(COc2ccc(OC)cc2)[nH]c1=O,3%,-1%,?,1,12,-4%,-2.1,8%,-6
COc1ccc(CC(C(=O)Nc2cc(C)ccc2C)/C(N)=N/O)cc1 (configuration not stated),-3%,3%,2%,.,-18,0%,1.1,2%,0
CCn1c(SCC(=O)Nc2ccc3c(c2)c2ccccc2n3CC)nnc1-c1cnccn1,?,-2%,-11%[57.1 µM],.,-19,-13%,-2.3,-1%,-4

# New compounds follow.
SMILES,HEK293 tox,GLP1R ag,WRN inhibitor,PI5P4K alpha inh,DRD3 antagonist,PLK1 PBD inh,IL2 activator,GLP-1R inv ag,DRD3 agonist
COc1ccccc1C1C(C(C)=O)=C(C)N=c2s/c(=C\c3cc(OC)c(OC)c(OC)c3)c(=O)n21 (configuration not stated),-16%,3%,-3%,0,22,-3%,4.1,1%,1
COc1ccc(CCNC(=O)C2CCCN2S(=O)(=O)c2cccc3nsnc23)cc1OC (configuration not stated),-5%,4%,4%,-1,3,-9%,0.2,31%,1
O=C(CNS(=O)(=O)c1ccc(C(=O)N2CCCCC2)cc1)N1CCCCC1,-6%,-7%,5%,-8,15,30µM*,1.6,3%,2
Cc1ccc(NC(=O)c2cccc(OCc3c(C)noc3C)c2)c(C)c1,-9%,2%,-11%,-2,2,-14%,0.7,?,-2
COc1ccc(CN2C3CCCC2CC(NC(=O)Nc2ccccc2)C3)cc1 (configuration not stated),-8%,-6%,13%,2,-64*,2%,-3.0,?,-7
CC1(C(=O)Nc2cccc3c2CCCC3)CCN1C(=O)CCc1ccc(Cl)cc1Cl (configuration not stated),-5%,-6%,-2%,44,9,0%,0.3,?,12
COc1ccc(N2CC(NC(=O)COc3ccccc3F)CC2=O)cc1OC (configuration not stated),-7%,-3%,.,.,.,.,.,9%,-9
CSc1ccc(S(=O)(=O)N2CCC(C(=O)N3CCc4ccccc4C3)CC2)cc1,-10%,13%,2%,1,8,-1%,0.3,?,-5
COC(=O)C(CC(C)C)NC(=O)c1cc(OC)c(OC)c(OC)c1 (configuration not stated),-9%,13%,0%,0,0,-2%,-1.4,92%[activator],7
COC(=O)CSc1nnc(CNc2ccc(F)cc2)o1,-14%,-8%,1%,-3,-29,-3%,-1.1,5%,2
CC(C)CCNC(=S)NC1CCCC1,-11%,-5%,3%,0,-1,-3%,-2.7,0%,3
COc1ccc(/C=N\NC(=O)COc2ccccc2)c(C(=O)O)c1OC,-1%,6%,-3%,-8,13,-5%,0.1,13%,-1
Cc1cc(NS(=O)(=O)c2cccs2)no1,5%,-10%,13%,-4,21,0%,-2.6,0%,2
CC(C)n1cnnc1SCC(=O)NCC(=O)Nc1ccc(F)cc1,5%,-3%,-1%,0,10,3%,0.0,10%,-9
CC1CC(C)(C)CC2(C1)NC(=O)N(CC(=O)Nc1ccc(N3CCCCC3)cc1)C2=O (configuration not stated),10%,0%,?,-12,-27,-10%,-3.2,-18%,-6
Cc1ccc(C(=O)N2N=C(CC(C)C)CC2(O)C(F)(F)F)o1 (configuration not stated),-5%,13%,0%,1,6,-4%,1.0,?,9
O=C(N/N=C/c1[nH]c2ccccc2c1Cl)c1cccc(Br)c1,173%[activator],6%,-1%,0,3,-10%,-0.2,-1%,-1
O=C(CNC(=S)N(Cc1ccccc1F)C1CCCCC1)NCCN1CCOCC1,7%,11%,-26%,1,-21,-11%,0.8,-9%,-1
Cc1ccnc(NC(=O)c2cccc(S(=O)(=O)Nc3ccc(C)cc3C)c2)c1,1%,13%,-9%,-1,-19,-18%,-0.3,?,2
NS(=O)(=O)c1ccc(NC(=O)CSc2nnc(NC3CC3)s2)cc1,15%,-7%,?,?,-22,-20%,0.4,9%,6
CCN(CC)C(=O)Cn1cc(S(=O)(=O)CC(=O)N2CCOCC2)c2ccccc21,2%,-7%,-5%,2,5,1%,1.9,10%,-5
Cc1ccc(NNC(=O)c2snnc2C)cc1Cl,-3%,0%,-5%,-1,-28,-15%,-3.7,?,-7
Cc1[nH]c2ccccc2c1SCCNC(=O)c1ccc(S(=O)(=O)N2CCCC2)cc1,-8%,-3%,-2%,1,9,-4%,-2.1,?,1
COc1cc(O)c(C(CC(=O)N2CCOCC2)c2cc(OC)c(OC)c(OC)c2)c(OC)c1 (configuration not stated),5%,3%,0%,1,24,4%,-0.3,5%,6
COc1cccc(NC(=O)c2ncc(Cl)c(Cl)c2Cl)c1,6%,4%,6%,0,11,-3%,0.3,-24%,-3
Cc1cc(C)n(C(=O)Cn2nc(C(F)F)cc2C)n1,-7%,-8%,1%,.,-15,-1%,2.0,0%,-6
CCN1CCN(c2nnc(-c3ccc(C)cc3)c3ccccc23)CC1,-7%,12%,1%[57.1 µM],-1,2,-9%,1.1,?,-4
CCSC1=NCN(CCCC(=O)O)CN1,2%,-1%,12%,.,4,1%,1.1,-7%,4
COc1ccc(OCCSc2n[nH]c(N)n2)cc1,-18%,12%,-13%,-5,-22,-3%,-0.1,10%,-3
Cc1ccc(S(=O)(=O)N2[C@H](CC(=O)c3ccc(Cl)c(Cl)c3)OC[C@@H]2C(C)C)cc1,5%,.,-8%,1,5,-19%,1.6,?,-19
O=C(NNC(=S)NCc1ccccc1)c1cccnc1,-5%,8%,-1%,-2,-16,1%,-1.4,2%,-7
CCOC(=O)COc1ccc(C)cc1C(=O)c1ccn2nc(-c3ccc(F)cc3)cc2n1,0%,-2%,.,.,.,.,.,1%,8
CCCc1cc(=O)oc2cc(OCC(=O)N3CCC(C(N)=O)CC3)ccc12,16%,-3%,7%,1,-4,-1%,-0.2,0%,-25
O=C(CCN1CCN(c2ccccc2)CC1)Nc1ccc(Cl)cc1,-8%,0%,-2%[57.1 µM],8,-62*,0%,0.7,?,21
CCSc1nnc(NC(=O)c2nc(S(=O)(=O)Cc3ccc(F)cc3)ncc2Cl)s1,-6%,-6%,-27%,-30,-68*,?,-7.3,?,-18
CC(C)(C)c1nnc(N/N=C/c2cc(Br)ccc2O)n(N)c1=O,?,-18%,-13%,?,90,-5%,0.0,3.5µM*,57*
O=C(NCc1ccccn1)C1CCC(CNS(=O)(=O)c2cccc3nsnc23)CC1 (configuration not stated),-10%,0%,-1%,-3,4,-7%,-1.3,11%,0
O=C(CN(Cc1ccco1)C(=O)c1ccc([N+](=O)[O-])cc1)Nc1ccccc1C(F)(F)F,-11%,-6%,-2%,-24,15,2%,-0.1,-6%,2
